# High-throughput results as filed in PubChem BioAssay.
# PLAP inhibitors HTS: PLAP enzyme inhibitors, biochemical, luminescence, HTS (AID 690). Alkaline phosphatase, placental type (Homo sapiens). one-dose inhibition, % at 20 µM; IC50 in µM for titrated hits. purified PLAP, luminescent substrate; higher % means a stronger effect. hit rate 0.08% among 96,000; in the data active = a potency from the dose series; inactive = the rest, 99 in 100 with inhibition below about 30%; also: strong numbers were not always called active
# NFkB transloc pot: enhancers of NFkB p65 translocation in HUVEC – imaging, IL-1B stimulus, high-content imaging, primary screen. HUVEC IL-1B NFkB p65 nuclear translocation imaging. activation, % at 2 µM. hit rate 0.3% among 94,000. AID 819, 2007;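 active = activation above 40%, about the mean plus 3 SD, also judged a hit on visual image review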;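 also: percent activation is computed from the nuclear over cytoplasmic p65 intensity ratio; values of inactives mirror those of a sister screen read the other way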
# NFkB transloc inh: inhibitors of IL-1B driven NFkB p65 nuclear import, primary screen, imaging, HUVEC, IL-1B stimulus, high-content imaging; inhibition, % at 2 µM; AID 796, 2007; hit rate 0.43% among 94,000; HUVEC IL-1B NFkB p65 nuclear translocation imaging;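 active = inhibition above about 30% together with a positive call from visual inspection of the well image, limit read from the data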;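 also: nuclear over cytoplasmic p65 intensity ratio measured by imaging; 0% = IL-1B stimulated DMSO wells and 100% = unstimulated DMSO wells; values of inactives mirror those of a sister screen read the other way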
# Bcl-B displacement: displacers of TR3 peptide from Bcl-B, primary screen, selectivity assay for Bfl-1 inhibitor project, biochemical, fluorescence polarization; one-dose displacement, % at 20 µM; IC50 in µM for titrated hits; FP displacement of FITC-TR3 peptide from Bcl-B; higher % means a stronger effect; Bcl-2-like protein 10 (Homo sapiens); hit rate 0.11% among 96,000;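 active = displacement above 50% at 20 µM plus a fluorescence interference ratio under 1.5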;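 also: plate controls were wells without compound for no effect and wells lacking Bcl-B protein for full effect; a part of the inactive calls stands beside numbers as strong as those of hits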
# MRP resist rev: reversal of MRP1-mediated doxorubicin resistance, primary screen, H69AR cells, doxorubicin co-treatment; H69AR cells + 2 uM doxorubicin, CellTiter-Glo, 72 h; differential viability (reversal), % at 10 µM; hit rate 0.04% among 85,000; AID 602, 2007;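 active = viability drop by adding the cancer drug above about 55%, with treated viability meeting a 40% cutoff, limit read from the data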;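 also: viability without doxorubicin minus viability with 2 µM doxorubicin for each compound; larger differential means the compound sensitizes cells more to doxorubicin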
# MRP resist rev cytotoxicity: second read-out of MRP resist rev, no call of its own (marks repeat the call); viability, %; H69AR cells, CellTiter-Glo, 72 h; measured here: cytotoxicity without doxorubicin
# MRP resist rev with doxorubicin: second read-out of MRP resist rev, no call of its own (marks repeat the call); viability, %; measured here: viability with 2 uM doxorubicin; hits give low values
# NFkB transloc inh cell count 2 µM: further read-out of NFkB transloc inh, marked with its call; cell count; measured here: cells passing quality filter;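 raw number of nuclei counted in each imaged well without normalization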
# NFkB transloc pot cell count 2 µM: also measured in NFkB transloc pot; calls as there; cell count; measured here: cells passing quality filter
# An asterisk follows results filed as active; . = no result given. These rows are one share of the data; count on the stated rates, not on these rows.
SMILES	PLAP inhibitors HTS	NFkB transloc pot	NFkB transloc pot cell count 2 µM	NFkB transloc inh	NFkB transloc inh cell count 2 µM	Bcl-B displacement	MRP resist rev	MRP resist rev cytotoxicity	MRP resist rev with doxorubicin
CCCCc1nc2ccccc2c(=O)n1NC(=O)c1c(O)c2cccc3c2n(c1=O)CC3	-56%	.	.	.	.	4%	-11	71	82
CCC(=O)N1CCc2cc(Br)cc(S(=O)(=O)NCC3CCCN3CC)c21 (stereo not given)	-39%	.	.	.	.	-2%	12	80	68
O=C(NCCCn1ccnc1)c1cc(S(=O)(=O)N2CCOCC2)c(Cl)cc1Cl	-48%	.	.	.	.	6%	5	101	96
Cc1cc(-n2c(C)cc(C(=O)CN3C(=O)NC4(CCCC4)C3=O)c2C)no1	-6%	5	84	-5	84	0%	.	.	.
CC(C)N(C(=O)CSc1nnc(NC(=O)C2CCC2)s1)C(C)C	2%	1	167	-1	167	-1%	5	100	94
O=S(=O)(c1cccc(-c2nc3ccccc3s2)c1)N1CCOCC1	17%	-12	157	12	157	0%	12	95	83
CCOc1ccc(N2CC(C(=O)Nc3ncccc3C)CC2=O)cc1 (stereo not given)	1%	-6	116	6	116	-2%	.	.	.
N#Cc1c2c(c(-n3cnc4ccccc43)n3c1nc1ccccc13)CCC2	-11%	1	138	0	138	-9%	.	.	.
O=C(NCc1cn2ccccc2n1)c1ccc2c(c1)OCO2	11%	28	191	-28	191	-19%	19	101	82
Nc1cccc(Cl)c1N1CCOCC1	-13%	0	165	0	165	-6%	19	112	94
COc1cc(/C=N/NC(=O)c2c(-c3ccccc3)noc2C)ccc1O	-2%	-12	149	12	149	-2%	.	.	.
CCC(=O)Nc1ccc(S(=O)(=O)N2CCOCC2)cc1	-15%	-2	91	2	91	-2%	12	94	82
O=C(NCc1cccs1)c1ccc(CS(=O)(=O)c2ccc(Cl)cc2)o1	34%	22	49	-22	49	-2%	13	103	90
O=C(Nc1ccc2c(c1)Cc1ccccc1-2)c1cc2ccccc2o1	.	28	138	-28	138	.	-4	95	99
Nc1nc(SCC(=O)N2CCCc3ccccc32)n(-c2ccccc2)n1	-33%	-4	160	4	160	0%	13	90	77
CCOC(=O)C1=C(C)NC(C)=C(C(=O)OCC)C1C(=O)OCC(=O)N1CCC(C)CC1	-19%	-2	150	2	150	-4%	12	89	78
COc1cccc(-n2c(COc3ccc(C)cc3)nnc2SCC(=O)O)c1	-36%	-3	146	3	146	-14%	-16	82	98
O=C(Nc1ccc2c(c1)OCCO2)c1cc(-c2ccccc2)nc2ccccc12	12%	-7	145	7	145	-2%	.	.	.
COc1ccc(C)cc1S(=O)(=O)Nc1ccc(F)c(Cl)c1	.	7	150	-7	150	.	7	101	94
CCOc1ccc(S(=O)(=O)NC(C)(C)C)cc1-c1nc2c(C(C)(C)C)nn(C)c2c(=O)[nH]1	-81%	-3	110	3	110	8%	1	68	67
CCc1ncc(C(=O)c2ccc(OC)cc2)n1C	2%	13	99	-13	99	0%	-9	101	110
CCN(C(=O)COc1ncnc2scc(-c3ccc(F)cc3)c12)C1CCS(=O)(=O)C1 (stereo not given)	-36%	18	124	-18	124	-2%	7	101	94
NC(=O)/C(=N\O)c1ccccc1	-5%	-8	92	8	92	-2%	.	.	.
Cc1onc(-c2ccccc2Cl)c1C(=O)N1C=CC(C(F)(F)F)=NCC1	12%	2	158	-2	158	-3%	.	.	.
O=C(c1ccco1)N1CCN(c2ncnc3c2cnn3-c2ccccc2)CC1	-43%	28	119	-28	119	9%	5	76	71

# A different layout for part of the listing above.
Structure: Nc1cccc(Cl)c1N1CCOCC1
  PLAP inhibitors HTS: -13%	NFkB transloc pot: 0	NFkB transloc pot cell count 2 µM: 165	NFkB transloc inh: 0	NFkB transloc inh cell count 2 µM: 165	Bcl-B displacement: -6%	MRP resist rev: 19	MRP resist rev cytotoxicity: 112	MRP resist rev with doxorubicin: 94

Structure: COc1cc(/C=N/NC(=O)c2c(-c3ccccc3)noc2C)ccc1O
  PLAP inhibitors HTS: -2%	NFkB transloc pot: -12	NFkB transloc pot cell count 2 µM: 149	NFkB transloc inh: 12	NFkB transloc inh cell count 2 µM: 149	Bcl-B displacement: -2%	MRP resist rev: .	MRP resist rev cytotoxicity: .	MRP resist rev with doxorubicin: .

# Remaining list, next part.
SMILES	PLAP inhibitors HTS	NFkB transloc pot	NFkB transloc pot cell count 2 µM	NFkB transloc inh	NFkB transloc inh cell count 2 µM	Bcl-B displacement	MRP resist rev	MRP resist rev cytotoxicity	MRP resist rev with doxorubicin
COCCNCCOc1ccccc1-c1ccccc1	-36%	16	173	-16	173	5%	-22	77	99
O=c1[nH]c2ccsc2c(=O)n1-c1ccc(F)c(Cl)c1	3%	-1	91	1	91	6%	-2	93	95
CN(CC(=O)N1CCc2ccccc21)S(=O)(=O)c1ccc(Br)s1	-18%	-6	152	6	152	-9%	-6	77	84
C=CCn1c(SCc2csc(C)n2)nc2sc3c(c2c1=O)CCCC3	-59%	-13	63	13	63	-2%	-1	75	76
CCc1ccc(NC(=O)N(C2CCC(C)CC2)C2CCN(C(C)=O)CC2)cc1 (stereo not given)	-52%	18	133	-18	133	-7%	4	92	88
CC(C)C(=O)Nc1cccc(-c2cnc3ccccc3n2)c1	17%	2	93	-2	93	5%	-2	85	87
CCCn1nnnc1SCC(=O)NCc1ccc(OC)cc1	-1%	.	.	.	.	2%	23	93	69
NC(=O)CSc1nc(O)cc(=O)n1-c1ccccc1	-3%	-14	160	14	160	-6%	9	98	89
Cn1c(=O)c2c(nc(NCCCN3CCOCC3)n2Cc2ccc(Cl)cc2Cl)n(C)c1=O	-60%	.	.	.	.	37%	3	70	67
Cc1ccc2nc3ccc(N4CCCC4)nn3c(=O)c2c1	9%	1	129	-1	129	-4%	.	.	.
C/C(CC(=O)NC1CCCC1)=N\NC(=O)Cc1cccs1	-6%	-17	151	-2	119	-3%	.	.	.
CN(C)CCNS(=O)(=O)c1ccc(Cl)cc1	.	12	144	-12	144	.	8	89	81
COc1cc(C2CC(=O)NC3=C2C(=O)CC(C)(C)C3)cc(OC)c1O (stereo not given)	6%	8	230	-8	230	-3%	2	84	82
CC(NS(=O)(=O)c1cccc(Cl)c1)C(=O)Nc1ccc(-c2nc3ccccc3s2)cc1 (stereo not given)	-5%	7	163	-7	163	16%	.	.	.
O=C(Cn1c(C(F)(F)F)nc2ccccc21)N1CCCC1	26%	-1	51	-6	125	5%	8	106	99
Cc1ccc(C)c(N2CCN(c3nnnn3-c3ccccc3)CC2)c1	-26%	27	200	-28	200	2%	-48	20	68
Cc1c(C(=O)OCCOC(C)C)[nH]c2c1C(=O)CC(c1ccco1)C2 (stereo not given)	-6%	.	.	.	.	6%	-22	42	63
COc1ccc(S(=O)(=O)Nc2ccc(CC#N)cc2)cc1	-22%	11	164	-11	164	-4%	.	.	.
Cn1c(=O)c2c(nc(SCC(=O)NCC3CCCO3)n2C)n(C)c1=O (stereo not given)	-4%	-9	113	9	113	5%	8	90	82
CCCC(=O)NCc1cc(-c2nn(C)c(=O)c3ccccc23)ccc1C	-10%	-1	159	1	159	-1%	-5	73	79
CC1(C(=O)NC2CCCCCCC2)CCC(=O)N1Cc1cccnc1 (stereo not given)	-10%	-5	125	5	125	-8%	6	95	89
Cc1ccc(CNC(=O)C2CCCN(S(C)(=O)=O)C2)cc1 (stereo not given)	12%	-3	50	2	50	-1%	-12	97	110
COc1cc(C2C(C(=O)c3sc(C)nc3C)=C(O)C(=O)N2CCN(C)C)cc(OC)c1OC (stereo not given)	17%	.	.	.	.	4%	9	98	88
O=C(CSc1nnc(-c2ccccc2)o1)Nc1ccccc1F	-54%	14	183	-14	183	-10%	-16	49	65
CCOC(=O)c1c(C)nc2c(c1-c1ccccc1)C(=O)c1ccccc1-2	0%	-2	144	-5	159	5%	.	.	.

# Quoted at random: 7 entries already listed
SMILES	PLAP inhibitors HTS	NFkB transloc pot	NFkB transloc pot cell count 2 µM	NFkB transloc inh	NFkB transloc inh cell count 2 µM	Bcl-B displacement	MRP resist rev	MRP resist rev cytotoxicity	MRP resist rev with doxorubicin
Cc1ccc2nc3ccc(N4CCCC4)nn3c(=O)c2c1	9%	1	129	-1	129	-4%	.	.	.
CN(CC(=O)N1CCc2ccccc21)S(=O)(=O)c1ccc(Br)s1	-18%	-6	152	6	152	-9%	-6	77	84
CCc1ccc(NC(=O)N(C2CCC(C)CC2)C2CCN(C(C)=O)CC2)cc1 (stereo not given)	-52%	18	133	-18	133	-7%	4	92	88
CCCC(=O)NCc1cc(-c2nn(C)c(=O)c3ccccc23)ccc1C	-10%	-1	159	1	159	-1%	-5	73	79
CN(C)CCNS(=O)(=O)c1ccc(Cl)cc1	.	12	144	-12	144	.	8	89	81
CCOC(=O)c1c(C)nc2c(c1-c1ccccc1)C(=O)c1ccccc1-2	0%	-2	144	-5	159	5%	.	.	.
Cc1ccc(CNC(=O)C2CCCN(S(C)(=O)=O)C2)cc1 (stereo not given)	12%	-3	50	2	50	-1%	-12	97	110

# (continued)
# Values run as follows: PLAP inhibitors HTS, NFkB transloc pot, NFkB transloc pot cell count 2 µM, NFkB transloc inh, NFkB transloc inh cell count 2 µM, Bcl-B displacement, MRP resist rev, MRP resist rev cytotoxicity, MRP resist rev with doxorubicin
COc1ccc(CCNC(=O)C2CCN(S(=O)(=O)N3CCCCCC3)CC2)cc1OC
    -31%, -5, 124, 5, 124, 13%, 0, 77, 77
O=C(/C=C/c1ccccc1Cl)NCCc1ccccc1
    19%, -5, 162, 5, 162, 1%, ., ., .
Cc1occc1-c1nnc(SCC(N)=O)n1Cc1ccccc1
    14%, -4, 153, 4, 153, -6%, ., ., .
Cc1ccc(S(=O)(=O)Nc2ccc(=O)n(Cc3ccc(Cl)c(Cl)c3)c2)cc1
    -52%, -10, 167, 10, 167, 0%, ., ., .
COC(=O)c1ccc2c(=O)n(CCCCCC(=O)N3CCN(c4ccccc4)CC3)c(=O)[nH]c2c1
    6%, 1, 200, -1, 200, 8%, -22, 63, 84
C=CCn1c(NCc2ccc(N(C)C)cc2)nc2ccccc21
    -12%, 3, 98, -3, 98, 27%, 6, 74, 68
COc1ccc(CCn2c(-c3ccco3)nc3nc4ccccc4nc32)cc1
    -60%, 6, 183, -6, 183, -16%, -11, 58, 69
O=C(Nc1ccc2oc(-c3ccc(F)cc3)nc2c1)c1ccccc1F
    14%, 10, 166, -10, 166, 1%, -15, 79, 94
O=C(CCOc1ccccc1)Nc1ccc(S(=O)(=O)N2CCCC2)cc1
    -3%, -4, 179, 4, 179, -5%, 7, 86, 80
COC(=O)Cn1c(=N)n(CCN2CCCCC2)c2ccccc21
    14%, 13, 163, -13, 163, -8%, 2, 101, 99
O=C(Nc1ccc(Cl)cc1)OCc1ccccn1
    ., 6, 103, -6, 103, ., 8, 98, 90
CC(NC(=O)Cn1c(=O)oc2cc(S(=O)(=O)N3CCCC3)ccc21)c1ccccc1 (stereo not given)
    12%, 17, 63, -17, 63, -3%, -1, 94, 95
CCCCOc1ccccc1C(=O)NCCCCCC(=O)O
    -39%, ., ., ., ., 0%, -8, 80, 89
CC1CCN(S(=O)(=O)c2ccc(Oc3ccc([N+](=O)[O-])cc3)cc2)CC1
    18%, 8, 146, -8, 146, -1%, ., ., .
